Jurkat NFkB inh – inhibitors of the PMA/ionomycin-induced NF-kB reporter in Jurkat cells; AID 435003; PMA/ionomycin-induced NF-kB luciferase reporter, luminescence; 330,000 compounds, 0.53% hits; inhibition, % at 4 µM; in the data active = inhibition above about 50%
UBC13 inh – human UBC13 polyubiquitination inhibition | 330,000 compounds, 0.47% hits | AID 485273 | inhibition, % at 20 µM | P61088 | UBC13 polyubiquitin chain formation, TR-FRET; in the data active = inhibition above about 45%, passing the limit was not always enough
Target sequence (P61088 whole entry, looked up): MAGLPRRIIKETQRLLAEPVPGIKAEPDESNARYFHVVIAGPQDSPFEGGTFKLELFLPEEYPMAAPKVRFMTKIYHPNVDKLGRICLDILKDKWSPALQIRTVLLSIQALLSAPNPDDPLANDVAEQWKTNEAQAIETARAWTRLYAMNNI
Gli-Sufu antag – antagonists of Gli-Sufu signaling; Sufu-KO-LIGHT fibroblasts, Gli luciferase reporter luminescence; inhibition, % at 5 µM; 340,000 compounds, 0.74% hits;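 active = inhibition above about 55%, limit read from the data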;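 note: 0% = DMSO-treated cells and 100% = wells with medium but no cells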
697 NFkB inh – inhibitors of the PMA/ionomycin-induced NF-kB reporter in 697 B cells | 697 B-cell NF-kB luciferase reporter, 16 h | AID 435022 | 330,000 compounds, 0.33% hits | inhibition, % at 4 µM; in the data active = inhibition above about 35%
CXCR6 block – blocks human CXCR6 beta-arrestin recruitment; inhibition, % at 20 µM; 360,000 compounds, 0.36% hits; CHO-K1 PathHunter CXCR6 beta-arrestin, luminescence; O00574; AID 602244; in the data active = inhibition above about 34%, passing the limit was not always enough;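 note: antagonist mode with CXCL16 agonist at 10 nM final; 0% = 10 nM CXCL16 with DMSO and 100% = unstimulated wells without agonist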
CCR6 antag – blocks CCL20-driven beta-arrestin recruitment at human CCR6. 340,000 compounds, 0.49% hits. inhibition, % at 20 µM. P51684. CHO-K1 CCR6 PathHunter beta-arrestin, luminescence, CCL20-stimulated;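 active = compounds whose inhibition of the agonist-driven luminescence signal at 20 µM reaches about 50%, limit read from the data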;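 note: cells stimulated with CCL20 at 14 nM final; plate controls were DMSO with CCL20 for no effect and DMSO without agonist for full effect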
Target sequence (P51684 whole entry, looked up): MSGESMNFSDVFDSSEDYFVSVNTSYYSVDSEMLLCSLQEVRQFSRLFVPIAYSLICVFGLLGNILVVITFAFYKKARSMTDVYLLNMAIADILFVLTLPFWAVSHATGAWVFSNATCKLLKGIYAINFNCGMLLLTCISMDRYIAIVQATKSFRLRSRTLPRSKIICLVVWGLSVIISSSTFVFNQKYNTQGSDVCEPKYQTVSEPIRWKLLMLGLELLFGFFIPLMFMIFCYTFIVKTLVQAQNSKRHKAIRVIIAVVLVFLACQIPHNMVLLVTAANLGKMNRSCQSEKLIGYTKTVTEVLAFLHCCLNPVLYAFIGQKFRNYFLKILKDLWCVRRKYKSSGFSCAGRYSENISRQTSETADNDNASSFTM
EBI2 block – blocks human EBI2 receptor beta-arrestin signaling. EBI2 beta-arrestin recruitment, luminescence, 7a,25-OHC stimulated. 360,000 compounds, 0.81% hits. AID 651636. inhibition, % at 5 µM. P32249; in the data active = inhibition above about 38%;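 note: enzyme fragment complementation signal reports receptor beta-arrestin coupling in cells; 0% = agonist plus DMSO wells and 100% = wells without agonist; some results beyond the cut were filed as inactive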
Target sequence (P32249 whole entry, looked up, the tested form may be a part): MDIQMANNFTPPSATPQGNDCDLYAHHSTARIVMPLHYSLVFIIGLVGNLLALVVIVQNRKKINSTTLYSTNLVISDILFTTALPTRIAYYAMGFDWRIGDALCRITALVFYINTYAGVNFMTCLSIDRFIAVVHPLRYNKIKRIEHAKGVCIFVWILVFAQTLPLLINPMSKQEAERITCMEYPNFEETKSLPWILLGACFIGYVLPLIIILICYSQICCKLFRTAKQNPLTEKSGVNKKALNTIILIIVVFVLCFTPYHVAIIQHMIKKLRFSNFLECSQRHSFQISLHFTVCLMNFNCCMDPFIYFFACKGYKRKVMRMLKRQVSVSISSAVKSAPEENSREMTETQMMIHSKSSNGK
APJ antag – antagonists of human APJ apelin receptor. CHO-K1 APJ beta-arrestin complementation, luminescence. inhibition, % at 20 µM. 330,000 compounds, 0.32% hits. AID 2521;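 active = inhibition above about 40% at 20 µM, limit read from the data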;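 note: cells challenged with 10 nM apelin-13 agonist together with compound; plate controls were apelin-13 plus DMSO wells for no effect and DMSO wells lacking apelin-13 for full effect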
The depositor's hits bear a star; x = no result given.

entry	smiles	697 NFkB inh	EBI2 block	Jurkat NFkB inh	CXCR6 block
1	COc1cc(OC)c(C(=O)OCC(=O)Nc2nnc(-c3ccccc3)o2)cc1OC	16	10	-6	-4
2	CC(C)(C#N)NC(=O)C(=O)c1c(-c2ccccc2)cc2ccccn12	19	0	7	-4
3	O=C(CSc1nnc(COc2ccccc2)n1Cc1ccco1)Nc1ccc2c(c1)OCCO2	26	1	3	-2
4	CCn1ncc(Br)c1C(=O)Nc1ccc2c(c1)OCCO2	-15	-9	-5	-1
5	O=C(c1cc2cc(Br)ccc2oc1=O)N1CCCC1	18	-14	8	2
6	COc1ccc(N2CCc3c(C)nc(SC)nc32)cc1	-16	9	13	9
7	CC(C)CCN1CCN(Cc2cccs2)CC1CCO (stereo unspecified)	11	2	-14	0
8	O=C(NCc1cccs1)c1noc2c1CCCCC2	-26	-11	-33	-2
9	CCOC(=O)/C(=C/Nc1ccc(F)c(F)c1)[N+](=O)[O-]	11	-8	-1	-4
10	CCCCn1nc2cc(C(=O)NCc3ccccc3OC)ccc2c1OCC	24	-6	24	-1

entry	UBC13 inh	CCR6 antag	APJ antag	Gli-Sufu antag
1	-22	2	-56	13
2	4	12	13	3
3	3	16	3	3
4	6	8	1	18
5	22	12	-5	-1
6	9	10	12	8
7	9	-3	-1	-2
8	10	11	16	-32
9	-2	5	-2	-14
10	12	8	-29	-3

The list goes on:
entry	smiles	697 NFkB inh	EBI2 block	Jurkat NFkB inh	CXCR6 block
11	Cc1cccc(NC(=O)Cn2nnc(C(=O)NCc3ccco3)c2N)c1	4	0	-7	-1
12	O=C(NCc1cccnc1)C1CCN(S(=O)(=O)c2cc(Cl)ccc2Cl)CC1	-5	-5	3	3
13	CC(c1cccnc1)N(C(=O)Nc1ccccc1)C1CCCCC1 (stereo unspecified)	8	0	-9	-1
14	COCCN(C(=O)COC(=O)/C=C/c1ccc(Cl)c(Cl)c1)c1c(N)n(Cc2ccccc2)c(=O)[nH]c1=O	x	6	x	9
15	CSCCC(NC(=O)c1ccc(=O)n(C)n1)c1nc2ccccc2[nH]1 (stereo unspecified)	23	-12	0	-2
16	COc1ccccc1C(=O)NCCNc1nc2cc(C)cc(C)c2cc1C#N	-14	2	10	10
17	CCN(CC)S(=O)(=O)c1ccc(OC)c(NC(=O)CSc2cc(Cl)ccc2Cl)c1	-11	18	6	-11
18	COc1ccc(Br)cc1C(=O)N/N=C/c1ccc2c(c1)n(C)c(=O)n2C	4	4	-14	-1
19	Cc1cc(NC(=O)CSc2nnc(C)n2-c2ccccc2)no1	19	7	-16	0
20	Nc1cc(-c2ccc(OC(F)(F)F)cc2)nn1-c1ccc(Cl)c(Cl)c1	-33	-12	-22	-12

entry	UBC13 inh	CCR6 antag	APJ antag	Gli-Sufu antag
11	3	7	13	-6
12	1	12	7	5
13	4	-5	0	0
14	x	5	x	5
15	0	-10	12	3
16	4	7	0	5
17	8	-8	11	-3
18	35	6	-5	12
19	7	-4	11	14
20	-12	1	-13	-12

Following part.
entry	smiles	697 NFkB inh	EBI2 block	Jurkat NFkB inh	CXCR6 block
21	COc1ccccc1NC(=S)N1CC(C)OC(C)C1 (stereo unspecified)	-24	-12	5	-6
22	Cc1ccc(-n2cc3ccc([N+](=O)[O-])cc3n2)cc1	-394	9	-136	-5
23	CCc1nnc(NC(=O)CSc2nc(SC)ns2)s1	-1	-2	-5	-3
24	Cc1noc(C)c1C(=O)OC(C)C(=O)Nc1ccc(S(=O)(=O)NC(C)C)cc1 (stereo unspecified)	2	-4	0	2
25	CC(C)C(=O)NC(NC(=O)C(C)C)c1ccc([N+](=O)[O-])cc1	22	-5	6	0
26	CCN1C(=O)c2ccc(C(=O)Nc3ncc(C)s3)cc2C1=O	-90	0	-18	4
27	Cc1nn(C)c(C(=O)NNC(=S)Nc2ccc(F)cc2)c1[N+](=O)[O-]	-4	-2	-8	17
28	O=C(c1ccc(S(=O)(=O)NCc2ccco2)cc1)N1CCN(Cc2ccccc2)CC1	7	-1	9	2
29	NNC(=O)c1csc(-c2cccc(C(F)(F)F)c2)n1	18	1	-2	-11
30	COc1cnn(-c2ccc(C)cc2)c(=O)c1SCc1ccccc1	-19	12	-28	4

entry	UBC13 inh	CCR6 antag	APJ antag	Gli-Sufu antag
21	-9	5	14	-10
22	0	15	-11	-93
23	11	-3	-23	2
24	1	-2	0	-3
25	-1	11	3	-6
26	-11	5	15	5
27	-14	22	8	2
28	-3	-4	-20	-10
29	5	-4	1	95*
30	4	9	6	12

More records follow.
entry	smiles	697 NFkB inh	EBI2 block	Jurkat NFkB inh	CXCR6 block
31	CCCNC(=O)/C(C#N)=C1\N=C(NC(=O)c2ccco2)c2ccccc21	-16	-4	17	-4
32	COc1cc(SC)ccc1C(=O)OCC(=O)NCC(C)C	-4	-4	1	3
33	Cn1c(-c2ccc(F)cc2)cnc1NCc1ccc(F)cc1F	-24	5	-7	10
34	COc1ccc(Br)cc1C(=O)CCC(=O)OCC(=O)Nc1cc(C(N)=O)cc(C(N)=O)c1	8	-5	8	0
35	COc1ccc(CCN2C(=O)CC(C(N)=O)SC2=Nc2ccccc2)cc1OC (stereo unspecified)	0	-12	-4	2
36	COc1ccc(CN(Cc2cccnc2)C(=S)NCCc2ccccc2)cc1OC	6	4	-8	-6
37	O=C(Nc1ccc(C(=O)N2CCCCC2)cc1)C1CC1	x	3	x	-2
38	COc1cc(/C=C/C(=O)OCC(=O)c2c[nH]c3ccccc23)ccc1OC(F)F	20	14	6	-17
39	CC(C)(C)S(=O)N1Cc2cc(=O)n(Cc3ccccc3)cc2[C@@H]1CCO (stereo partly specified)	x	1	x	-1
40	Cc1ccc(Cn2c(SCc3cccnc3)nc3c2c(=O)n(C)c(=O)n3C)cc1	-39	1	1	4

entry	UBC13 inh	CCR6 antag	APJ antag	Gli-Sufu antag
31	-18	1	-45	-7
32	-1	2	41*	-6
33	2	14	20	7
34	4	18	16	-8
35	5	9	9	-11
36	-2	-26	-1	7
37	x	-9	x	2
38	7	17	-6	2
39	x	0	x	-12
40	8	13	18	13

Continuation.
entry	smiles	697 NFkB inh	EBI2 block	Jurkat NFkB inh	CXCR6 block
41	Cc1cc(C)c(CN2CCC(n3nccc3NC(=O)C3CCCC3)CC2)cc1C	5	9	0	7
42	Cc1ccc(NC(=O)Nc2ccc(F)cc2)nc1	-45	-3	-53	-8
43	Cc1c(Cl)cnc(NC(=O)CSc2n[nH]c(N)n2)c1Cl	19	-1	5	3
44	O=C(NCCOc1ccc(F)cc1)C1CCC(=O)N(CCCN2CCOCC2)C1 (stereo unspecified)	-5	-4	6	6
45	O=C(COC(=O)c1ccc(NS(=O)(=O)c2cccs2)cc1)Nc1nc2c(F)c(F)c(F)cc2s1	x	7	x	-1
46	CCN(CCNC(=O)Nc1ccc(Cl)cc1)c1ccccc1	-32	5	-8	-10
47	O=C(O/N=C\c1ccc(N2CCOCC2)c([N+](=O)[O-])c1)c1ccc(F)cc1	7	-5	-5	10
48	O=C(COC(=O)Cc1ccc(Cl)cc1Cl)NCCC1=CCCCC1	1	19	-4	8
49	Clc1cccc(COn2c(-c3ccc(Cl)cc3Cl)nc3ncccc32)c1	-6	0	10	-31
50	O=S(=O)(NCc1ccco1)c1ccc2ccccc2c1	23	9	-2	-8

entry	UBC13 inh	CCR6 antag	APJ antag	Gli-Sufu antag
41	1	20	12	6
42	3	-6	-11	-42
43	-6	-5	15	-3
44	3	-14	-19	-9
45	x	33	x	3
46	-2	-16	9	14
47	-9	9	-1	-22
48	11	12	12	12
49	8	5	26	6
50	9	8	8	-3

Shown with values under each structure: 13 of the compounds above
Screens in order – 697 NFkB inh | EBI2 block | Jurkat NFkB inh | CXCR6 block | UBC13 inh | CCR6 antag | APJ antag | Gli-Sufu antag
#16 COc1ccccc1C(=O)NCCNc1nc2cc(C)cc(C)c2cc1C#N
→ -14 | 2 | 10 | 10 | 4 | 7 | 0 | 5
#17 CCN(CC)S(=O)(=O)c1ccc(OC)c(NC(=O)CSc2cc(Cl)ccc2Cl)c1
→ -11 | 18 | 6 | -11 | 8 | -8 | 11 | -3
#18 COc1ccc(Br)cc1C(=O)N/N=C/c1ccc2c(c1)n(C)c(=O)n2C
→ 4 | 4 | -14 | -1 | 35 | 6 | -5 | 12
#19 Cc1cc(NC(=O)CSc2nnc(C)n2-c2ccccc2)no1
→ 19 | 7 | -16 | 0 | 7 | -4 | 11 | 14
#20 Nc1cc(-c2ccc(OC(F)(F)F)cc2)nn1-c1ccc(Cl)c(Cl)c1
→ -33 | -12 | -22 | -12 | -12 | 1 | -13 | -12
#21 COc1ccccc1NC(=S)N1CC(C)OC(C)C1 (stereo unspecified)
→ -24 | -12 | 5 | -6 | -9 | 5 | 14 | -10
#22 Cc1ccc(-n2cc3ccc([N+](=O)[O-])cc3n2)cc1
→ -394 | 9 | -136 | -5 | 0 | 15 | -11 | -93
#23 CCc1nnc(NC(=O)CSc2nc(SC)ns2)s1
→ -1 | -2 | -5 | -3 | 11 | -3 | -23 | 2
#24 Cc1noc(C)c1C(=O)OC(C)C(=O)Nc1ccc(S(=O)(=O)NC(C)C)cc1 (stereo unspecified)
→ 2 | -4 | 0 | 2 | 1 | -2 | 0 | -3
#25 CC(C)C(=O)NC(NC(=O)C(C)C)c1ccc([N+](=O)[O-])cc1
→ 22 | -5 | 6 | 0 | -1 | 11 | 3 | -6
#26 CCN1C(=O)c2ccc(C(=O)Nc3ncc(C)s3)cc2C1=O
→ -90 | 0 | -18 | 4 | -11 | 5 | 15 | 5
#27 Cc1nn(C)c(C(=O)NNC(=S)Nc2ccc(F)cc2)c1[N+](=O)[O-]
→ -4 | -2 | -8 | 17 | -14 | 22 | 8 | 2
#28 O=C(c1ccc(S(=O)(=O)NCc2ccco2)cc1)N1CCN(Cc2ccccc2)CC1
→ 7 | -1 | 9 | 2 | -3 | -4 | -20 | -10

Further entries:
entry	smiles	697 NFkB inh	EBI2 block	Jurkat NFkB inh	CXCR6 block
51	Cc1ccc(SCCC(=O)Nc2cccc(N(C)S(C)(=O)=O)c2)cc1	17	-2	-5	-8
52	O=C(CSc1nnc(Cn2c(=O)sc3ccccc32)n1CCc1ccccc1)N1CCCC1	-1	3	0	6
53	CCCCCCOC(=O)c1ccc(OC(=O)c2cccnc2)cc1	-54	-31	-42	-4
54	COc1cc(NC(=O)CCS(=O)(=O)c2ccc3c(c2)n(C)c(=O)c(=O)n3C)cc(OC)c1	-3	-10	-7	1
55	COc1cccc(-n2nnc3c(=O)n(CC(=O)N4CCCc5ccccc54)cnc32)c1	-5	3	-2	11
56	CC(OC(=O)c1cccc(-n2cnnn2)c1)C(=O)Nc1ccccc1F (stereo unspecified)	-10	2	1	4
57	O=C(CN1CCC(NC(=O)c2cccc(F)c2)CC1)NCc1ccccc1F	19	8	2	8
58	CC(=O)c1c(C)[nH]c(C(=O)COc2ccc3c(C)cc(=O)oc3c2)c1C	17	6	38	-4
59	O=C(COc1ccc(Br)cc1)NNC(=O)c1ccc(-n2cncn2)c([N+](=O)[O-])c1	20	13	-1	-1
60	COc1ccc(C)cc1N(C(=O)c1ccccc1F)c1nc2ccccc2s1	-11	13	-13	5

entry	UBC13 inh	CCR6 antag	APJ antag	Gli-Sufu antag
51	7	-3	3	3
52	-6	-2	8	5
53	12	11	-21	-46
54	-13	-6	11	-3
55	-10	16	19	-4
56	3	14	2	-7
57	0	2	11	-26
58	1	-1	14	0
59	2	-4	14	2
60	0	22	12	-1

The listing continues.
entry	smiles	697 NFkB inh	EBI2 block	Jurkat NFkB inh	CXCR6 block
61	COc1ccc(Nc2nc(C)cc(C)c2C#N)cc1OC	2	-1	9	-13
62	CCCn1c(C(CO)Nc2nc(-c3cccc(Br)c3)cs2)nc2ccccc21 (stereo unspecified)	-7	5	-5	1
63	Clc1ccccc1-c1nnc2sc(-c3ccc(Br)o3)nn12	10	13	-1	6
64	CCOc1ccc(NC(=O)c2ccc3c(c2)C(=O)N(Cc2ccncc2)C3=O)cc1	5	35	12	0

entry	UBC13 inh	CCR6 antag	APJ antag	Gli-Sufu antag
61	10	1	-69	-2
62	34	-8	3	8
63	0	11	-16	3
64	-3	5	0	-9

Compound activity: PubChem, Sanford-Burnham Center for Chemical Genomics
